# Screening data from PubChem.
# TbHK1 inh – T. brucei hexokinase 1 inhibition; 0.11% of 220,000 active; recombinant TbHK1, G6PDH-coupled NADH A340; inhibition, % at 10 µM;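 active means inhibition of 50% or more in the single-dose primary screen; inactive means inhibition below 50%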
# EP2 antag – EP2 receptor (human) inhibition; P43116; C6 glioma cells expressing human EP2, cAMP TR-FRET; cells stimulated with saturating PGE2; inhibition, % at 25 µM; 0.52% of 260,000 active; AID 1422;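 active means percent inhibition above 40 after rounding to a whole number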;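 further: rat C6 glioma host cells with rolipram phosphodiesterase inhibitor present; the protocol text gives 20 µM as final concentration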
# Target sequence (P43116 whole entry, looked up): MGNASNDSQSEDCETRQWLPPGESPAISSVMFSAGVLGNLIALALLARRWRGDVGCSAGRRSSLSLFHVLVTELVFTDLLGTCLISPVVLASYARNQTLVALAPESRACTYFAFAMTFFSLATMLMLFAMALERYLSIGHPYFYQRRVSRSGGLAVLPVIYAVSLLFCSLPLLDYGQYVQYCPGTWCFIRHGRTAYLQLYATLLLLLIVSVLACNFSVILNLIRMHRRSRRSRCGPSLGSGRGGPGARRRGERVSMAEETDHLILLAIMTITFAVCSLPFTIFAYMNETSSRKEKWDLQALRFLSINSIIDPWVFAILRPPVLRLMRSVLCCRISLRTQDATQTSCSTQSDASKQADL
# p47phox inh – p47phox (human) inhibition. P14598. p47phox/p22phox peptide binding, fluorescence polarization, 2 h. inhibition, % at 24.7 µM. 0.53% of 220,000 active;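 active means inhibition above about 30%, limit read from the data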;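 further: 0% = p47phox with labelled peptide and 100% = labelled peptide alone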
# Target sequence (P14598 whole entry, looked up): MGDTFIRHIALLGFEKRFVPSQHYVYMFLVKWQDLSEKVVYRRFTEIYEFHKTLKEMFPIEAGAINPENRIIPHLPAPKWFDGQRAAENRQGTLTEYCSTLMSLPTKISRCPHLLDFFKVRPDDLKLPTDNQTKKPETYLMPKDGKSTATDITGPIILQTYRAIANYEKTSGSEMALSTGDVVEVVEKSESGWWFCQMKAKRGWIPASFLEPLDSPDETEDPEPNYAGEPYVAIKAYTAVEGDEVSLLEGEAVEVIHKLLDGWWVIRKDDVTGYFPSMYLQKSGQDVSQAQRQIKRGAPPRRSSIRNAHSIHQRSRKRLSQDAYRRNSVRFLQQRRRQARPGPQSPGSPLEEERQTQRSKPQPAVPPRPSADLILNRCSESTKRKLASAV
# Furin inhibitor – inhibitors of human furin; P09958; purified furin, fluorogenic substrate cleavage; 0.061% of 220,000 active; inhibition, % at 30 µM; AID 463115; in the data active means inhibition above about 25%; further: inactives centre near -15
# PPC-1+TRAIL kill – compounds killing PPC-1 cancer cells with TRAIL present (potentiator screen, no TRAIL-free arm). PPC-1 cells + TRAIL, ATPLite viability luminescence. cell killing (% activity), % at 4 µM. 0.41% of 220,000 active;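 active means cell killing above 50% in the first pass at 4 µM, then a duplicate retest at 5 µM averaging 50% or more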;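 further: plate controls were cells with TRAIL plus DMSO for no effect and medium-only wells lacking cells for full effect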
# p97 inhibitor – human p97 ATPase inhibition; P55072; recombinant p97 ATPase, Kinase-Glo ATP luminescence, 3 h; inhibition, % at 8 µM; 0.42% of 220,000 active; AID 1481; in the data active means inhibition above about 15%;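 further: 0% = DMSO vehicle and 100% = wells lacking enzyme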
# Ba/F3 V617F tox – lowers viability of Ba/F3 cells expressing EpoR and JAK2V617F. inhibition, % at 5.6 µM. ATP luminescence. 1.1% of 220,000 active. AID 1446;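 active means inhibition above the campaign mean plus 3 SD over all tested compounds, cut at about 24% in these data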;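 further: cytokine-independent growth of Ba/F3 cells driven by EpoR plus mutant JAK2; 0% = DMSO-treated cells and 100% = JAK inhibitor I control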
# BaF3 tox – reduces parental Ba/F3 cell viability, JAK2V617F counter-screen | CellTiter-Glo ATP luminescence | inhibition, % at 5.6 µM | 1.1% of 220,000 active;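 active means inhibition above a per-campaign cutoff, the mean inhibition of all tested compounds plus 3 SD, cut at about 27% in these data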;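 further: 0% = DMSO wells and 100% = JAK Inhibitor I control wells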
# RBBP9 inh – blocks human serine hydrolase RBBP9. recombinant RBBP9, FP-Rh probe fluorescence polarization. inhibition, % at 7.94 µM. 0.2% of 220,000 active. AID 1515;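 active means inhibition above the campaign mean of all tested compounds plus 3 SD, cut at about 14% in these data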;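 further: plate controls were DMSO wells with RBBP9 for no effect and wells lacking RBBP9 protein for full effect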
# Target sequence (O75884 whole entry, looked up): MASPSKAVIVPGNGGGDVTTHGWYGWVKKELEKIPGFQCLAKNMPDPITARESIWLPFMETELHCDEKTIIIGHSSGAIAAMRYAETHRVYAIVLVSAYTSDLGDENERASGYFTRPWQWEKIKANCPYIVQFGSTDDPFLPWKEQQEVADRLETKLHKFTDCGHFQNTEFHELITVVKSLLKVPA
#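 Controls: DMSO-treated enzyme wells and wells lacking RBBP9 | Material: RBBP9 protein | Technique: Fluorescence polarization | Replication: Single well per compound, no replicates | Buffer or medium: Tris-NaCl-Pluronic buffer, pH 8.0 | Timing: 30 min compound preincubation, 45 min probe labeling, 25 °C | Read-out basis: Percent inhibition from mP, scaled between DMSO and no-protein wells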
# * hit, by the source's call; x = no result given; & = joins results of further samples; [ ] = remark or other dose. Some of the compounds tested; count on the stated rates, not on these rows.
SMILES,TbHK1 inh,EP2 antag,p47phox inh,Furin inhibitor,PPC-1+TRAIL kill,p97 inhibitor,Ba/F3 V617F tox,BaF3 tox,RBBP9 inh
COC(=O)c1ccc(COc2ccccc2/C=N/NC(N)=O)o1,-16,11,2,-14,14,6,-3,-1,7
CNS(=O)(=O)c1cc(N)ccc1C,-6,1,-3,-16,18,-3,2,5,-5
Cc1nn(C)cc1CNC(=O)c1cnn2c(C(F)F)cc(C3CC3)nc12,-5,6,8,-12[20 µM],23,0,-1,6,-11
Clc1ccc(C2CC(c3cccs3)n3ncnc3N2)cc1 (stereo unspecified),-12,8,-8,3,22,-2,4,-1,-6
O=C(COC(=O)Cn1cnc2ccccc21)NCCc1ccccc1,7,15,-3,-12,-14,10,-5,0,1
CC(C)S(=O)(=O)c1cnc(N2CCOCC2)nc1N,5,6,4,-18,7,-2,2,0,-10
CCOC(=O)N1CCC(c2[nH][nH]c(=O)c2C)CC1,-4,13,-10,-19,-1,4,-3,-3,1
CCCCOc1ccc(CSCCN=C(N)N)cc1,7,5,-1,-6,21,-7,38*,76*,-7
O=C(CC(=O)N/N=C/c1ccccc1)NCc1ccccc1,2,8,20,-22,10,0,1,3,-2
CC1CCCC(NC(=O)CSc2nnnn2C)C1C (stereo unspecified),-5,9,-7,-7,12,-2,-6,-2,-2
CC(=O)/C(C(=N)N1CCN(c2cccc(Cl)c2)CC1)=C(\C)O,4,8,-12,-19[20 µM],20,5,-1,1,-3
Cc1ccc2c(c1)NCC(C(=O)NCc1ccccc1)O2 (stereo unspecified),0,5,-6,-10,-11,9,-1,5,-7
COc1cc(CNCCN(C)C)ccc1OCc1c(F)cccc1Cl,-1,12,-5,-24,-3,3,3,10,-1
CCOC(=O)/C(C#N)=C/c1ccc(OCC(=O)Nc2ccccc2)c(OC)c1,0,22,-3,-4[20 µM],26,-8,5,3,-11
CCOC(=O)C(Cc1ccccc1)C(=O)Nc1ccc(NC(=O)C(Cc2ccccc2)C(=O)OCC)cc1 (stereo unspecified),8,6,-25,-23,36,0,-2,8,-7
COc1ccc(N2CCN(c3cnc4ccccc4n3)CC2)cc1,-6,10,-2,-12,4,-6,3,2,-4
CC(C)c1cccc(C(C)C)c1NC(=S)Nc1cccc(Cl)c1,-3,17,-13,-17,1,6,-5,3,-7
Cn1nnnc1SCC(=O)c1ccco1,3,14,-11,-33,-2,3,-4,-1,0
Cc1ccc(CN2CCN(/N=C/c3sccc3C)CC2)c(C)c1,1,5,-12,-2,13,-4,0,6,-8
CC(C)=CCN1CCN(Cc2ccc(C#CC(C)(C)O)s2)CC1CCO (stereo unspecified),-3,3,-3,-27,3,0,0,5,-2
O=C(Cc1ccccc1)c1ccc2c(c1)OCCO2,0,10&0,-11,-21,2,5,1,5,-8
CC1CCCCC1NC(=O)/C(C#N)=C/c1ccc(OCC(N)=O)cc1 (stereo unspecified),-37,14,-1,-7,15,4,0,6,5
CC(NC(=O)COC(=O)C1CCN(S(=O)(=O)c2ccccc2C(F)(F)F)CC1)c1ccccc1 (stereo unspecified),5,6,-1,7,18,-8,4,3,-15
C1=CC2CC1CC2CNCc1ccco1 (stereo unspecified),-2,13&8,-4,-17,30,-3,1,1,-9
Cc1cc(C)c(NC(=O)Cn2c(=O)n(Cc3ccco3)c(=O)c3ccccc32)c(C)c1,5,10,-9,-28,15,3,2,7,0
Nc1c2c(nc3ccn(-c4ccccc4)c(=O)c13)CCCCC2,-10,3,-2,-22,15,-1,0,1,-3
CC(C)(C)NC(=O)C(c1ccncc1)N(C(=O)Cn1nnc(-c2cccs2)n1)C1CCCCC1 (stereo unspecified),-5,4,-60,-20[20 µM],4,0,-3,0,-7
COC(=O)c1c(NC(=O)COC(=O)CCc2ccc(S(=O)(=O)N3CCOCC3)cc2)sc2c1CCC2,-8,0,-27,-7,19,1,-3,6,-7
CCCNC(=O)c1ccc(SCC(=O)N(CC)CC)c([N+](=O)[O-])c1,-15,6,1,-28,-22,4,4,9,0
Cc1nn(-c2ccccc2)c(N2CCCC2)c1/C=N/Nc1ccc(S(=O)(=O)Nc2ccccc2)cc1[N+](=O)[O-],-2,6,-2,-8,15,3,-4,2,4

# Overlap with the part before: two entries; new compounds follow.
SMILES,TbHK1 inh,EP2 antag,p47phox inh,Furin inhibitor,PPC-1+TRAIL kill,p97 inhibitor,Ba/F3 V617F tox,BaF3 tox,RBBP9 inh
CCCNC(=O)c1ccc(SCC(=O)N(CC)CC)c([N+](=O)[O-])c1,-15,6,1,-28,-22,4,4,9,0
Cc1nn(-c2ccccc2)c(N2CCCC2)c1/C=N/Nc1ccc(S(=O)(=O)Nc2ccccc2)cc1[N+](=O)[O-],-2,6,-2,-8,15,3,-4,2,4
Cn1cc(/C=C2\SC(=O)NC2=S)c2ccccc21,1,2,-8,-21,22,11,4,4,-5
CCC(C)(C)NC(=O)C(c1ccncc1)N(C(=O)c1sc(C)nc1C)c1ccc(F)cc1 (stereo unspecified),-5,5&2,-1,-24,18,3,-2,5,-3
Cc1noc(C)c1S(=O)(=O)N1CCCC(C(=O)NCCC2=CCCCC2)C1 (stereo unspecified),-6,17,-9,-24,-14,6,21,19,3
Fc1ccc(Nc2nc3ccccc3s2)cc1,1,11,-8,-31,15,1,-4,2,-4
N=c1c(C(=O)NCc2ccco2)cc2c(=O)n3ccccc3nc2n1Cc1ccccc1,-15,25,2,-22,11,3,2,5,-8
COc1ccc(NC(=O)c2ccc([N+](=O)[O-])s2)c([N+](=O)[O-])c1,-2,2,x,-7,14,-3,4,2,0
CC1CC(C)CN(CCCNC(=O)CC2Oc3ccccc3NC2=O)C1 (stereo unspecified),0,15,-6,-20,5,1,-4,2,-5
CCc1cccc(CC)c1-n1c(SCC(=O)c2c(N)n(C)c(=O)n(C)c2=O)nnc1-c1cccnc1,5,2,-36,-21,-7,3,0,3,-6
CCc1cccc2c1NC(=O)[C@]21[C@@H]2C(=O)N(Cc3ccccc3)C(=O)[C@@H]2[C@@H]2CCCN21,-3,12,-15,-21,3,3,-1,4,-8
CCOc1ccc2c(c1)-c1c(ssc1=S)C(C)(C)N2C(=O)c1ccco1,-13,6,-5,-1,2,3,2,3,1
O=C(Nc1ccc(O)c2c(=O)cc(-c3ccccc3Cl)oc12)c1ccc(F)cc1,-1,20,4,-27,-5,x,x,x,x
O=[N+]([O-])c1ccccc1O[C@@H]1O[C@H](CO)[C@H](O)[C@H](O)[C@H]1O,-6,11,-12,-20,-9,2,-2,2,-9
COCc1c(C(N)=O)nnn1-c1nonc1N,-1,11,-6,-21,26,4,-6,-2,1
O=[N+]([O-])c1cccc(-c2nc3ccc([N+](=O)[O-])cc3[nH]2)c1,-10,8,-43,-25,21,0,2,3,-10
CC1CC(C)(C)N2C(=O)C3(Nc4ccccc4S3)c3cccc1c32 (stereo unspecified),-5,5,-12,-13[20 µM],0,-5,0,7,-1
O=C1CCCc2c1cc(C(=O)Nc1ccc(Cl)cn1)c(=O)n2-c1ccccc1,-29,7,-13,0,16,0,-1,2,1
c1ccc(-c2csc(Nc3nc(N4CCOCC4)nc(N4CCOCC4)n3)n2)cc1,9,4,0,-17,13,-2,3,1,-6
C=CCNc1sc(C(=O)c2ccccc2)c(N)c1C#N,-17,14,-13,-9[20 µM],25,4,-5,-5,-5
O=C(NCc1ccccc1)Nc1cccn(Cc2cccc(F)c2)c1=O,33,6,-6,-16,3,1,-2,1,-7
CCCOc1ccc(S(=O)(=O)NNC(=O)c2cc3ccccc3o2)cc1,-1,4,-7,-10,10,3,-1,5,8
COc1ccc(OC)c(S(=O)(=O)NC(N)=NCCc2ccccc2OC)c1,-1,13,-6,-16,-4,2,1,6,7
COc1ccc(S(=O)(=O)N2CCC(O)(c3ccc4c(c3)OCO4)CC2)cc1,10,11&7,-2,-8,40,-3,6,9,-8
CCOC(=O)C1(Cc2ccccc2)CCN(Cc2csc(C(C)=O)c2)CC1,-3,-1,-15,-13,23,-4,2,5,-5
COc1ccc(Cn2nnnc2CN2CCOCC2)cc1,-5,17&8,-10,-16[20 µM],29,3,-5,0,1
CCOC(=O)N1CCC(N2Cc3cccc(C(=O)NCc4ccc(C)cc4)c3C2=O)CC1,-9,6,10,-25,20,8,-4,-1,-1
Cc1ccc2nsnc2c1N,3,6,-7,-24,-1,5,-2,3,-3
Cc1cc(C)nc(N/N=C/c2ccc3c(c2)OCCO3)n1,-44,13,-2,-13,16,1,-1,3,4
CN(C)c1ccc(NC(=S)N2CCN(c3ncc(C(F)(F)F)cc3Cl)CC2)cc1,-25,11,-10,-12,11,4,-7,-1,-1
CCN(CC)C(=O)C1CC(=O)OC1(C)C (stereo unspecified),10,9,3,1,13,-5,4,4,-2
CCOc1ccc(CNC(=O)CCn2c(=O)oc3ccccc32)cc1OC,-3,3,-6,-16,-14,5,-3,1,-9

# By substructure: the compounds so far with four or more nitrogen atoms.
SMILES,TbHK1 inh,EP2 antag,p47phox inh,Furin inhibitor,PPC-1+TRAIL kill,p97 inhibitor,Ba/F3 V617F tox,BaF3 tox,RBBP9 inh
Cc1nn(C)cc1CNC(=O)c1cnn2c(C(F)F)cc(C3CC3)nc12,-5,6,8,-12[20 µM],23,0,-1,6,-11
Clc1ccc(C2CC(c3cccs3)n3ncnc3N2)cc1 (stereo unspecified),-12,8,-8,3,22,-2,4,-1,-6
CC(C)S(=O)(=O)c1cnc(N2CCOCC2)nc1N,5,6,4,-18,7,-2,2,0,-10
CC1CCCC(NC(=O)CSc2nnnn2C)C1C (stereo unspecified),-5,9,-7,-7,12,-2,-6,-2,-2
COc1ccc(N2CCN(c3cnc4ccccc4n3)CC2)cc1,-6,10,-2,-12,4,-6,3,2,-4
Cn1nnnc1SCC(=O)c1ccco1,3,14,-11,-33,-2,3,-4,-1,0
CC(C)(C)NC(=O)C(c1ccncc1)N(C(=O)Cn1nnc(-c2cccs2)n1)C1CCCCC1 (stereo unspecified),-5,4,-60,-20[20 µM],4,0,-3,0,-7
Cc1nn(-c2ccccc2)c(N2CCCC2)c1/C=N/Nc1ccc(S(=O)(=O)Nc2ccccc2)cc1[N+](=O)[O-],-2,6,-2,-8,15,3,-4,2,4
CCC(C)(C)NC(=O)C(c1ccncc1)N(C(=O)c1sc(C)nc1C)c1ccc(F)cc1 (stereo unspecified),-5,5&2,-1,-24,18,3,-2,5,-3
N=c1c(C(=O)NCc2ccco2)cc2c(=O)n3ccccc3nc2n1Cc1ccccc1,-15,25,2,-22,11,3,2,5,-8
CCc1cccc(CC)c1-n1c(SCC(=O)c2c(N)n(C)c(=O)n(C)c2=O)nnc1-c1cccnc1,5,2,-36,-21,-7,3,0,3,-6
COCc1c(C(N)=O)nnn1-c1nonc1N,-1,11,-6,-21,26,4,-6,-2,1
O=[N+]([O-])c1cccc(-c2nc3ccc([N+](=O)[O-])cc3[nH]2)c1,-10,8,-43,-25,21,0,2,3,-10
c1ccc(-c2csc(Nc3nc(N4CCOCC4)nc(N4CCOCC4)n3)n2)cc1,9,4,0,-17,13,-2,3,1,-6
COc1ccc(Cn2nnnc2CN2CCOCC2)cc1,-5,17&8,-10,-16[20 µM],29,3,-5,0,1
Cc1cc(C)nc(N/N=C/c2ccc3c(c2)OCCO3)n1,-44,13,-2,-13,16,1,-1,3,4
CN(C)c1ccc(NC(=S)N2CCN(c3ncc(C(F)(F)F)cc3Cl)CC2)cc1,-25,11,-10,-12,11,4,-7,-1,-1
